Compound activity from PubChem BioAssay.
AID2073: inhibitors of Mint1-CaV2.2 protein interaction, biochemical, HTRF (AID 2073) | Voltage-dependent N-type calcium channel subunit alpha-1B (Homo sapiens) | HTRF protein-protein interaction, Mint1-CaV2.2; higher % means a stronger effect | one-dose inhibition, % at 20 µM; IC50 in µM for titrated hits | 290,000 tested, 0.19% active; in the data active = inhibition mostly above about 51%, no sharp cut-off; inconclusive = no clear call, values can overlap the other calls; inactive = mostly below about 53%; note: some results filed as inactive read as strong as hits
NS5 inhibitors: Dengue-2 NS5 methyltransferase inhibitors, primary screen, biochemical, confirmation dose response (AID 588689); Genome polyprotein (Dengue virus type 2 (strain 16681-PDK53)); Dengue-2 NS5 methyltransferase capping enzyme assay, biochemical; higher % means a stronger effect; inhibition, % at 25 µM, or IC50 in µM where a hit was titrated; 340,000 tested, 0.3% active; in the data active = a potency from the dose series; inconclusive = inhibition above about 29% without an active follow-up result
KOR beta-arrestin-1: KOR antagonists, beta-arrestin recruitment, cell-based, luminescence, uHTS (AID 1778) | Kappa-type opioid receptor (Homo sapiens) | KOR beta-arrestin recruitment, luminescence, antagonist mode; higher % means a stronger effect | inhibition, % at 10 µM, or IC50 in µM where a hit was titrated | 290,000 tested, 0.091% active; note: strong numbers were not always called active
Yfh1-depleted yeast: enhancers of respiration in Yfh1-depleted yeast, dose response, Friedreich's ataxia, plus single-dose screen (AID 1465) | 220,000 tested, 0.074% active | one-dose fold induction at 50 µM; EC50 in µM for titrated hits | S. cerevisiae Yfh1-off respiration, WST-1 reduction, 72 h; higher fold induction means a stronger effect;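 active = fold induction of absorbance versus untreated yeast above a set limit, then at least 30% activation at any dose in follow-up; inconclusive = repeats straddling the limit, or above it without dose testing; inactive = fold induction below the set limit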;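 note: activators that raise dye reduction in frataxin-depleted yeast; strong numbers were not always called active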
West Nile virus CPE: West Nile virus antiviral activity, cell-based, CPE readout (AID 1621) | CPE inhibition, % at 10 µM; hits with a dose series show IC50 in µM | 290,000 tested, 0.02% active | West Nile virus-infected cells, CPE inhibition; higher % means a stronger effect; in the data active = a potency from the dose series; inconclusive = CPE inhibition mostly from about 3.7% at the one dose, without a potency; inactive = the rest, 99 in 100 with CPE inhibition below about 2.2%; note: strong numbers were not always called active
KOR beta-arrestin-2: KOR agonists, beta-arrestin recruitment, primary screen, cell-based, luminescence, uHTS (AID 1777); KOR beta-arrestin recruitment, luminescence; higher % means a stronger effect; activation, % at 10 µM, or EC50 in µM where a hit was titrated; Kappa-type opioid receptor (Homo sapiens); 280,000 tested, 0.02% active; in the data active = activation above about 50%, passing the limit was not always enough; note: a part of the inactive calls stands beside numbers as strong as those of hits
NOD1 NF-kB reporter: NOD1 signaling inhibitors, primary screen, cell-based, luminescence, uHTS (AID 1578) | one-dose inhibition, % at 4 µM; EC50 in µM for titrated hits | 290,000 tested, 1% active | NOD1-driven NF-kB luciferase reporter cells, luminescence; higher % means a stronger effect; in the data active = inhibition mostly above about 36%, no sharp cut-off; inactive = mostly below about 34%;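 note: HEK-293T reporter cells stimulated with the NOD1 agonist gamma-tri-DAP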
HIV fusion peptide: inhibitors of HIV fusion peptide binding, primary screen, biochemical, uHTS, fluorescence dequenching (AID 1986); 290,000 tested, 0.3% active; one-dose inhibition, % at 20 µM; IC50 in µM for titrated hits; cell-free peptide binding, fluorescence dequenching, 30 min; higher % means a stronger effect; in the data active = inhibition mostly above about 52%, no sharp cut-off; inactive = mostly below about 76%; note: some results filed as inactive read as strong as hits
HEK293 NOD2/NF-kB: NOD2 signaling inhibitors, cell-based, luminescence, uHTS, HEK293 (AID 1566); HEK293 NOD2/NF-kB luciferase reporter, luminescence; higher % means a stronger effect; inhibition, % at 4 µM, or EC50 in µM where a hit was titrated; 290,000 tested, 0.63% active; note: many of its hits are not listed in these tables
NS5 inhibitors pilot replicate: recorded beside NS5 inhibitors, whose call it bears; inhibition, %; measured here: pilot screen replicate inhibition
* hit, by the source's call; i = inactive; ? = inconclusive; nt = not tested or not shown; [ ] = dose if it differs, or a comment. Cut-off read from the data, not from the text of the source, unless noted: active = inhibition above about 50%; inactive = the rest. Some of the compounds tested. The share of hits here may be higher or lower than overall.

A first look (two entries):
SMILES	AID2073	NS5 inhibitors	KOR beta-arrestin-1	Yfh1-depleted yeast	West Nile virus CPE	KOR beta-arrestin-2	NOD1 NF-kB reporter	HIV fusion peptide	HEK293 NOD2/NF-kB	others
CCO[C@@H]1OC(C(=O)N2CCN(Cc3ccc4c(c3)OCO4)CC2)=C[C@H](c2coc3ccccc3c2=O)[C@H]1CCCO	43%	0%	-10%	i	-0.4%	2.4%	3%	0.8%	21%
Cc1nc2nc[nH]n2c(=O)c1C/C=C/c1ccccc1	7%	-8%	0%	i	-0.2%	-0.9%	-9%	0.2%	10%

The whole of this part, previewed entries included:
SMILES	AID2073	NS5 inhibitors	KOR beta-arrestin-1	Yfh1-depleted yeast	West Nile virus CPE	KOR beta-arrestin-2	NOD1 NF-kB reporter	HIV fusion peptide	HEK293 NOD2/NF-kB	others
CCO[C@@H]1OC(C(=O)N2CCN(Cc3ccc4c(c3)OCO4)CC2)=C[C@H](c2coc3ccccc3c2=O)[C@H]1CCCO	43%	0%	-10%	i	-0.4%	2.4%	3%	0.8%	21%
Cc1nc2nc[nH]n2c(=O)c1C/C=C/c1ccccc1	7%	-8%	0%	i	-0.2%	-0.9%	-9%	0.2%	10%
O=C(CCN1CCC(c2ccccc2)C1)c1ccccc1 (configuration not stated)	1%	-6%	-17%	i	?	2.1%	15%	-1.0%	-3%
CCOc1ccc(OCC)c(NC(=O)CCCN2C(=S)NC(C)(C)CC2C)c1 (configuration not stated)	-6%	4%	-23%	i	-1.8%	4.4%	-15%	-1.5%	-21%
CC(=O)Nc1ccc(S(=O)(=O)Nc2ccc(NC(=O)c3ccco3)cc2)cc1	7%	-8%	-1%	i	0.8%	3.6%	-5%	-0.1%	-20%
O=C(Nc1ccc(F)cc1)c1cccc(NC(=O)C2C3CC4OC(=O)C2C4C3)c1 (configuration not stated)	2%	-6%	5%	i	0.1%	12%	10%	-0.9%	11%
COC(=O)C1CCN(C(=O)Cn2nnc(-c3cccc(F)c3)n2)CC1	-5%	-12%	-20%	nt	-0.3%	2.4%	-14%	1.2%	-2%
Cc1ccccc1-c1cc2c(nn1)-c1ccccc1C2=O	-5%	-6%	6%	i	2.3%	5.2%	-59%	-2.3%	-45%
O=C(CSc1nc(-c2ccccc2)nn1C(=O)c1ccccc1)Nc1cccc([N+](=O)[O-])c1	22%	-11%	-40%	i	1.2%	3.7%	27%	1.4%	16%
CC1=C(C(=O)OC(C)(C)C)C(c2ccc(Br)cc2)NC(=O)N1CCCC(=O)O (configuration not stated)	3%	nt	5%[20 µM]	nt	-0.1%	-6.8%	-13%	0.2%	7%
O=C(NCC1CCCO1)c1ccc(N2CCCCC2)c([N+](=O)[O-])c1 (configuration not stated)	35%	-7%	8%	nt	-0.1%	3.5%	-30%	1.4%	8%
CCSc1nc(N)c(C#N)c(-c2ccco2)c1C#N	-6%	-3%	13%	i	-0.2%	-5.6%	-36%	6.6%	-8%
COc1cccc2cc(C(=O)N3CCN(c4ccccn4)CC3)c(=O)oc12	8%	1%	-4%	i	1.2%	nt	2%	-3.0%	13%
COc1cc(/C=C/C(=O)OCC(=O)NC(=O)NC(C)C)cc(OC)c1OC	-2%	0%	0%	i	0.6%	-1.2%	22%	-3.1%	0%
O=C(COC(=O)c1ccco1)NCc1ccco1	-4%	-9%	-6%	i	-0.2%	-7.1%	-7%	-0.4%	3%
CCCN1C(=O)c2ccc(C(=O)Nc3ccc4c(c3)OCO4)cc2C1=O	13%	-4%	8%	nt	-0.4%	-5.5%	-12%	1.8%	6%
N#C/C(=C/c1cn(CC(=O)O)c2ccccc12)c1ccc(F)cc1	4%	3%	26%	i	-0.1%	5.4%	-31%	9.6%	10%
CCCCn1c(SCC(=O)NCc2ccco2)nc2c1c(=O)n(C)c(=O)n2C	-3%	-1%	-6%	i	0.5%	-2.7%	-18%	0.1%	2%
Cc1ccsc1C(=O)OCC(=O)Nc1cccc(S(=O)(=O)N2CCOCC2)c1	12%	-2%	-27%	i	0.1%	-2.1%	-13%	2.0%	4%
CSc1ncccc1C(=O)NC1CC(C)(C)Cc2c1cnn2-c1ccccc1C (configuration not stated)	-4%	0%	-3%	nt	-0.7%	2.1%	1%	1.8%	-7%
CCOC(=O)c1ccc(N=C2SC(C(=O)NC)CC(=O)N2Cc2ccc(F)cc2)cc1 (configuration not stated)	-7%	-1%	-19%	i	-0.2%	-1.7%	-21%	0.9%	11%
O=C(Nc1nc(-c2cccnc2)cs1)c1ccccc1[N+](=O)[O-]	4%	0%	9%	i	0.7%	-2.6%	-47%	-0.2%	0%
Cc1[nH]nc2nc3c(c(OC(=O)c4ccccc4)c12)c(=O)n(C)c(=O)n3C	16%	nt	-15%	nt	nt	12%	-1%	0.2%	11%
Cc1cnc(CNC(=O)c2ccc3oc(Cc4ccccc4)nc3c2)[nH]1	6%	1%	-29%	nt	0.1%	9.5%	33%	-0.9%	20%
O=C(O)Cn1nc(-c2ccccc2)ccc1=O	-4%	6%	-7%	nt	-0.1%	-2.9%	-14%	1.8%	8%
O=C(NCc1ccccn1)C1CN(S(=O)(=O)c2ccccc2)CCN1S(=O)(=O)c1ccccc1 (configuration not stated)	0%	nt	18%[20 µM]	i	-0.4%	nt	-22%	3.4%	9%
Cn1cnnc1SCC(=O)NC1CCCCC1	4%	-1%	5%	i	-0.2%	-2.2%	-32%	0.9%	-4%
COc1ccc(CCNC(=O)C2CCC(=O)N(CCc3ccc(OC)cc3)C2)cc1 (configuration not stated)	-3%	7%	-24%	nt	-0.4%	0.8%	-6%	1.3%	18%
Cc1ncc(/C=C2\C(=O)Nc3ccccc32)[nH]1	1%	nt	nt	i	0.0%	3.6%	-7%	-1.0%	-40%
Cc1ccsc1/C=N/NC(=O)c1cccc(S(=O)(=O)Nc2ccccc2Cl)c1	?	-3%	21%	i	-0.8%	-3.4%	2%	19%	25%
COc1ccc(CCCC(=O)NCC(=O)N/N=C/c2cc(Cl)ccc2OC)cc1	22%	-2%	-5%	nt	-0.3%	-2.6%	2%	1.2%	21%
COc1ccc(C2C(C(=O)O)CC(=O)N2c2ccc(OC)cc2)cc1 (configuration not stated)	-4%	-5%	-15%	i	0.8%	-4.2%	-25%	1.5%	-6%
O=C(c1ccc2[nH]c(=O)c(=O)[nH]c2c1)N1CCN(Cc2ccccc2)CC1	7%	-5%	-43%	nt	-0.2%	-0.8%	-17%	1.7%	7%
CNC(=S)N/N=C(\C)c1ccc(Cl)c(Cl)c1	-5%	1%	-20%	i	-0.4%	0.3%	-34%	-0.7%	10%
CC(=O)NC1(C(F)(F)F)C(=O)Nc2c1c(=O)n(C)c(=O)n2C (configuration not stated)	2%	5%	2%	i	0.2%	-3.4%	-14%	1.6%	12%
COc1ccc(CCNC(=O)CSC2=Nc3ccccc3C3=NC(C(C)C)C(=O)N23)cc1OC (configuration not stated)	-40%	2%	17%	nt	nt	-3.0%	-13%	2.0%	-1%
O=C(O)c1ccccc1C(=O)Nc1ccc(-n2nc(C(F)(F)F)cc2C(F)(F)F)cc1	7%	nt	19%	i	0.4%	0.3%	-10%	-0.1%	7%
CCC(Sc1nc2ccsc2c(=O)n1-c1ccc(Cl)c(C)c1)C(=O)NCc1ccco1 (configuration not stated)	-2%	-3%	-10%	i	0.1%	1.7%	3%	1.0%	2%
CC(=O)N1C(C(=O)O)Cc2c([nH]c3ccccc23)C1C (configuration not stated)	10%	-3%	-50%[20 µM]	nt	0.2%	-0.6%	-13%	1.6%	-3%	NS5 inhibitors pilot replicate=3.6
CCC(C)N(C(=O)c1csnn1)C(C(=O)NCc1ccc(F)cc1)c1ccccc1F (configuration not stated)	-4%	2%	-61%	nt	-1.1%	2.5%	0%	1.9%	11%
CCOC(=O)C1=C(CC)Nc2ccccc2N=C1NC(=O)c1cccc(S(=O)(=O)N2CCCC2)c1	0%	-6%	-16%	nt	-0.5%	12%	-20%	-2.0%	-7%
COCCn1c(SCC(=O)NCc2ccccc2)nc2ccccc21	6%	5%	-47%	nt	-0.6%	5.2%	7%	1.6%	4%
CC(C)(C)C1CCC(=NNc2ncc(C(F)(F)F)cc2Cl)CC1 (configuration not stated)	-6%	-1%	-31%	i	0.1%	-8.6%	22%	-3.1%	-16%
COc1ccc(S(=O)(=O)NC(CC(=O)NCCc2ccccc2)c2ccco2)cc1 (configuration not stated)	1%	-3%	-13%	i	-1.0%	1.3%	2%	2.1%	-6%
Cc1ccc(-n2c(SCC(=O)c3c(N)n(C)c(=O)n(C)c3=O)nc3sc4c(c3c2=O)CCCC4)c(C)c1	9%	-4%	-116%	i	-0.2%	15%	15%	-1.1%	8%
Cc1cc(=O)[nH]c(S/C=C/c2ccccc2)n1	-10%	-3%	-39%	i	-0.9%	3.2%	-28%	2.1%	-48%
CCC(=O)Nc1ccc(S(=O)(=O)Nc2cccnc2)cc1	4%	-2%	-42%	i	0.8%	7.0%	-19%	5.4%	-10%
O=[N+]([O-])/C=C1/CCCCCN1	9%	-18%	2%[20 µM]	i	0.4%	nt	-25%	0.1%	-1%
Cc1cc(OCC(=O)NC2CCN(Cc3ccccc3)CC2)c2c(C)cc(=O)oc2c1	33%	11%	25%	nt	-1.2%	-4.7%	-10%	-1.2%	9%
C=CCn1c(O)c(CN2CCOCC2)c(C)c(C#N)c1=O	-12%	?	0%	i	0.4%	4.1%	-10%	1.5%	4%
CCOC(=O)/C(=N/Nc1ccc(Cl)cc1)S(=O)(=O)c1ccccc1	43%	-3%	-18%	i	-0.3%	-1.1%	-15%	1.9%	-5%
COc1cc2c(cc1OC)CN(C(=O)Nc1ccccc1)CC2	7%	12%	-24%[20 µM]	nt	-0.2%	-5.0%	0%	0.9%	14%
CC1=C(C(=O)Nc2ccccc2)C(c2coc3ccccc3c2=O)C2=C(CCCC2=O)N1 (configuration not stated)	5%	-6%	15%	i	-0.3%	0.5%	8%	0.5%	24%
Cc1ccccc1OCC(O)CN (configuration not stated)	2%	2%	-10%	i	-0.4%	2.9%	-21%	-2.0%	-26%
NC(=O)CC(NC(=O)Cc1cccc2ccccc12)c1ccc(N2CCCCCC2)c([N+](=O)[O-])c1 (configuration not stated)	-1%	0%	-30%[20 µM]	nt	-0.4%	-1.7%	10%	1.1%	-12%
Cc1ccc2[nH]c3c(NCc4ccccc4)ncnc3c2c1	13%	nt	-48%	nt	-0.4%	4.3%	-2%	-0.7%	39%
CCSc1nc2sccc2c(=O)n1-c1ccccc1	-9%	-6%	-26%	nt	-0.3%	4.8%	8%	0.7%	-4%
COc1ccc(C)cc1Nc1n[n+](-c2ccccc2)c(-c2ccc(NC(C)=O)cc2)s1	-5%	-6%	-16%[20 µM]	nt	-0.8%	3.6%	-19%	-1.7%	1%
